From PubChem BioAssay
Shn3 inh set2: Schnurri-3 reporter inhibition in Clone20 osteoblasts; Clone20 osteoblast Shn3 3'UTR firefly luciferase, 24 h; inhibition, % at 12.5 µM; 360,000 compounds, 0.52% hits;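 active = mean inhibition of at least 75% with every replicate also reaching 75%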;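 note: 0% = median of neutral control wells and 100% = pilot-screen positive control compound; some compounds past the cut are filed as inactive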
CF NFkB block: cystic fibrosis NF-kB activation inhibition. KKLEB NF-kB-GFP reporter, PAF-induced, GFP fluorescence overnight. 360,000 compounds, 0.86% hits. AID 588850. inhibition, % at 5 µM;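 active = at least 50% inhibition at 5 µM, scaled per plate between neutral and stimulator controls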;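 note: PAF is a Pseudomonas aeruginosa culture filtrate used as stimulus; plate controls were PAF-stimulated DMSO wells for no effect and unstimulated DMSO wells for full effect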
Peg3 prom inh: Peg3 promoter activity inhibition; HeLa PEG-Prom luciferase reporter, luminescence, overnight; inhibition, % at 20 µM; 360,000 compounds, 1.7% hits; AID 588405;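 active = inhibition of at least 50% at 20 µM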
HIF-2a block: inhibitors of HIF-2a | 786-0 RCC cells HIF-2a reporter, luciferase luminescence, overnight | inhibition, % at 18.8 µM | 360,000 compounds, 0.72% hits;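 active = inhibition of the luminescence signal of 40% or more relative to plate controls, in a single-dose primary screen at 18.75 µM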
TWEAK Fn14 block: TWEAK-Fn14 signaling inhibition | TWEAK-stimulated Fn14 reporter cells, luciferase luminescence, 8 h | inhibition, % at 10 µM | 360,000 compounds, 2% hits | AID 1159606; in the data active = inhibition above about 50%
NR2E3 ag-1: activates human photoreceptor nuclear receptor NR2E3; inhibition of corepressor binding, % at 4.78 µM; Q9Y5X4; AID 2300; 320,000 compounds, 0.12% hits; GST-NR2E3/biotin-RetCOR TR-FRET, 1536-well;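 active = percent inhibition above the cutoff of mean plus 3 SD of all tested compounds, set per screening campaign, cut at about 20% in these data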;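 note: 0% = DMSO wells and 100% = biotin wells as full block of FRET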
Target sequence (Q9Y5X4 whole entry, looked up): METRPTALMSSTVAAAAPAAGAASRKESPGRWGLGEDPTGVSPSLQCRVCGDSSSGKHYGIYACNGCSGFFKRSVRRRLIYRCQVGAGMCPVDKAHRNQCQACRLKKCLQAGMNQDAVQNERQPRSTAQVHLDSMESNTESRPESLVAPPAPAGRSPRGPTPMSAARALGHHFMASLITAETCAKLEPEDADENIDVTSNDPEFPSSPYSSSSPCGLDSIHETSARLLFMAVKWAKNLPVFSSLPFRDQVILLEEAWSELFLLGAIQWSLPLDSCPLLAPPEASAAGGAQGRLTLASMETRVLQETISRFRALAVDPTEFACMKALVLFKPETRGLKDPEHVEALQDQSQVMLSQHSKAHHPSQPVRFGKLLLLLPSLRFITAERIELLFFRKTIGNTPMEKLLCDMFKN
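System: GST-tagged NR2E3 plus biotinylated RetCOR corepressor; Amount: 1.35 nM GST-tagged NR2E3 final; Dosing: single nominal compound dose of 4.8 µM; Schedule: 5 h incubation at 4 °C; Technique: TR-FRET with europium anti-GST and streptavidin-D2, 340 nm excitation; Controls: biotin wells as high control, 0.6% DMSO wells as low control.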
MITF TRPM1 inh: inhibitors of MITF-driven TRPM1 promoter in melanoma cells; AID 488899; SK-MEL-5 TRPM1 promoter luciferase, 24 h; 330,000 compounds, 0.83% hits; inhibition, % at 12.5 µM;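 active = mean inhibition across replicates of 60% or more, whatever share of single replicates reaches that level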; note: values of inactives mirror those of a sister screen read the other way
hiPSC survival: increases survival of single human iPS cells. hiPSC single-cell survival, ATPlite luminescence; 100% = ROCK inhibitor wells, 0% = DMSO. AID 602274. 360,000 compounds, 0.044% hits. survival enhancement, % at 20 µM; in the data active = survival enhancement above about 18%;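 note: cells exposed to compounds for 16 hours before the ATP read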
aDG glyco up: alpha-DG glycosylation activation; Pro5-aDG cells, alpha-DG glycosylation AlphaScreen (IIH6); 0% Pro5, 100% B10-LARGE cell signal; activation, % at 10 µM; 360,000 compounds, 0.22% hits; AID 624168;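 active = activation of at least 8% versus controls, or a plate z-score of at least 8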;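 note: Pro5 are CHO cells carrying HIG-tagged alpha-DG that lacks glycosylation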
KKLEB cytotox: reduces viability of KKLEB cystic fibrosis airway cells; KKLEB CF airway cells viability, ATPlite luminescence, overnight; stronger effect = lower value; cells stimulated with P. aeruginosa culture filtrate; activity change (cytotoxicity), % at 5 µM; 360,000 compounds, 0.36% hits; AID 602141;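 active = corrected activity change at or below -50% at 5 µM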
NR2E3 ag-2: activates human NR2E3 receptor | 360,000 compounds, 0.35% hits | inhibition of corepressor binding, % at 3.98 µM | CHO-S Gal4-NCOR/VP16-NR2E3 two-hybrid, luciferase | AID 602229 | Q9Y5X4;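 active = inhibition above the mean of all tested compounds plus 3 SD, cut at about 70% in these data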;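 note: 0% = DMSO with NR2E3 transfected cells and 100% = cells lacking NR2E3 construct; higher means lower luciferase signal from less NR2E3 corepressor binding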
Starred values were filed as active, the others as inactive; · = no result given.

SMILES	Shn3 inh set2	CF NFkB block	Peg3 prom inh	HIF-2a block	TWEAK Fn14 block	NR2E3 ag-1	MITF TRPM1 inh	hiPSC survival	aDG glyco up	KKLEB cytotox	NR2E3 ag-2
Cc1ccc(Oc2ncccc2NC(=O)CC2(CC(=O)O)CCCC2)c2c1CCC2	-15.2	-2.5	14.2	2.8	15.1	-0.7	1.5	0.1	-0.1	9.9	20.8
Cc1ccc(NC(=O)N(C2CCCCC2)C(C)c2cccnc2)cc1C (stereo not drawn)	-2.2	6.8	2.6	-77.0	-10.8	-0.1	·	-0.9	0.1	-7.2	-68.8
CCCc1ccc(OCC(=O)NNC(=S)NC(=O)c2ccco2)cc1	17.3	-1.4	40.3	23.6	-16.5	2.1	9.8	0.2	1.5	4.4	-45.5
COc1ccc(/C=N/N=C(\N)c2nonc2N)cc1	-20.7	-24.2	-123.1	-164.2	33.4	·	-19.5	-0.2	-0.3	13.1	-104.8
CCN1C(C)=C(C)S/C1=C1\SC(=S)N(NC(C)=O)C1=O	5.3	-18.5	4.2	10.7	-1.6	-5.6	-5.4	-0.8	-0.1	17.9	18.1
COc1ccc(/C=N/Nc2nnc(Cc3ccc(OC)c(OC)c3)c(=O)[nH]2)cc1	-4.8	-8.0	-31.0	-1.6	21.0	0.3	-3.9	0.0	-0.2	-3.6	3.5
CCCCC(=O)N(c1ccc(C)c(C)c1)C1C=CS(=O)(=O)C1 (stereo not drawn)	17.3	-8.1	0.8	4.3	9.3	1.1	4.1	1.6	-0.2	1.5	2.0
CC(C)CC(NC(=O)/C(=C\c1ccco1)NC(=O)c1ccco1)C(=O)O (stereo not drawn)	5.6	-15.0	2.9	9.0	3.1	-1.4	-0.4	0.3	0.0	4.0	-18.7
CC(=O)N1CCCc2cc(S(=O)(=O)N3CCCC(C(=O)NCc4ccc(Cl)cc4)C3)ccc21 (stereo not drawn)	32.8	-7.0	25.1	11.9	16.3	1.3	20.5	-0.7	0.2	0.9	17.7
O=C(COC(=O)Cc1cccs1)NCC(=O)Nc1ccc(F)cc1	-1.6	-15.6	4.5	6.4	-3.4	2.3	-2.2	-0.2	-0.1	-1.3	-22.3
Cn1c(=O)[nH]c(=O)c2c1nc(N1CCCCCC1)n2CCSc1nc2ccccc2[nH]1	41.9	5.3	-19.2	-1.4	14.9	-0.7	9.5	1.9	-0.1	-10.5	-1.5
O=C(CCc1nnc(COc2ccccc2)o1)NCc1ccccc1	-2.2	19.6	-16.1	-17.4	4.8	1.6	0.1	-0.3	-0.1	1.2	-12.0

Four entries out of the list above, arranged by the value under TWEAK Fn14 block, low to high.
Structure | Shn3 inh set2 | CF NFkB block | Peg3 prom inh | HIF-2a block | TWEAK Fn14 block | NR2E3 ag-1 | MITF TRPM1 inh | aDG glyco up | NR2E3 ag-2
O=C(COC(=O)Cc1cccs1)NCC(=O)Nc1ccc(F)cc1 | -1.6 | -15.6 | 4.5 | 6.4 | -3.4 | 2.3 | -2.2 | -0.1 | -22.3
CCN1C(C)=C(C)S/C1=C1\SC(=S)N(NC(C)=O)C1=O | 5.3 | -18.5 | 4.2 | 10.7 | -1.6 | -5.6 | -5.4 | -0.1 | 18.1
Cn1c(=O)[nH]c(=O)c2c1nc(N1CCCCCC1)n2CCSc1nc2ccccc2[nH]1 | 41.9 | 5.3 | -19.2 | -1.4 | 14.9 | -0.7 | 9.5 | -0.1 | -1.5
CC(=O)N1CCCc2cc(S(=O)(=O)N3CCCC(C(=O)NCc4ccc(Cl)cc4)C3)ccc21 (stereo not drawn) | 32.8 | -7.0 | 25.1 | 11.9 | 16.3 | 1.3 | 20.5 | 0.2 | 17.7

More records:
SMILES	Shn3 inh set2	CF NFkB block	Peg3 prom inh	HIF-2a block	TWEAK Fn14 block	NR2E3 ag-1	MITF TRPM1 inh	hiPSC survival	aDG glyco up	KKLEB cytotox	NR2E3 ag-2
COc1cccc(NC(=O)CN(C)C(=O)c2ccc(N3CCCCC3)c([N+](=O)[O-])c2)c1	16.8	-23.8	-2.9	-15.2	11.2	-0.1	4.7	-0.6	0.2	8.0	1.1
CC(=O)N(CC1CCCO1)C1(C(=O)NC2CCCC2)CCCCC1 (stereo not drawn)	-19.2	2.3	5.4	9.2	-8.6	-0.9	-3.1	-1.4	-0.1	8.9	-25.6
Cc1ccc(C2(C)NC(=O)N(CC(=O)N3CCN(C(=O)c4cccs4)CC3)C2=O)cc1 (stereo not drawn)	-4.9	-4.6	6.3	5.2	-10.5	2.6	5.0	-0.4	0.0	11.6	-21.8
COc1ccc(/C=C(/C#N)C(=O)Nc2cc(C)ccc2C)cc1C(=O)O	-16.3	-4.2	-6.7	12.9	14.7	5.3	-11.3	4.4	0.2	2.9	17.2
CCC(c1nnnn1C1CCCCC1)N1CCN(C(=O)c2ccco2)CC1 (stereo not drawn)	12.6	-6.6	2.8	4.7	14.7	3.6	10.5	-0.3	0.0	2.7	-16.5
CC(=O)OC1CCC2(C)C3=CCC4(C)C(C(C)=O)=CCC4C3CCC2C1 (stereo not drawn)	-0.3	-3.2	28.3	-5.8	-19.4	·	1.2	-1.4	-0.1	-6.8	1.9
CCCN(CCC)CC(O)COc1ccc2c(c1)OCO2 (stereo not drawn)	-12.1	2.4	5.2	-0.2	1.2	-2.0	-6.7	0.3	-0.2	3.2	-5.0
CS(=O)(=O)N(CC(=O)N1CCOCC1)c1ccc(Cl)cc1	-8.7	-4.2	7.2	18.0	9.1	3.2	-12.3	-0.8	0.0	6.9	2.9
O=C(CCCCCNC(=O)N1CCn2c1nc1ccccc12)N[C@@H](Cc1ccccc1)C(=O)O	-1.5	-10.4	1.2	9.5	-7.3	-0.8	-0.9	-0.4	0.0	1.4	-2.4
COc1ccccc1Cn1c(=S)[nH]c2cc(C(=O)NCC(OC)OC)ccc2c1=O	27.7	4.1	21.2	9.9	8.8	·	-0.5	-0.3	0.2	4.1	1.1
CSc1ccc(Cc2ccc(Cl)cc2Cl)nn1	-45.9	-11.4	-113.4	-130.6	-37.5	0.6	-33.6	-1.4	0.3	0.9	-65.4
C=CCNC(=S)NNC(=O)CCC(O)COCCC(C)C (stereo not drawn)	3.9	5.0	0.8	13.2	-6.0	2.1	-9.0	0.1	0.4	5.5	-25.0
CCCCN1CCC(=O)C(C(=O)OCC)=C1C(=O)OCC	-9.7	4.1	1.1	3.8	10.1	·	-9.3	-0.6	-0.5	0.3	-4.8
COC(=O)c1ccccc1OCCOc1ccccc1C(=O)OC	-3.1	6.5	3.4	1.4	10.9	-1.0	10.9	-1.3	0.1	0.7	1.3
NC(=O)c1cc(NC(=O)CCCc2nc3ccccc3s2)cc(C(N)=O)c1	-7.0	-17.9	5.6	4.1	-10.4	4.0	1.2	0.2	0.1	5.0	-22.0
CC(NC(=O)COC(=O)c1c[nH]c2ccccc12)c1ccccc1 (stereo not drawn)	-19.0	-4.2	-35.9	1.9	-2.7	·	9.4	-2.2	-0.2	11.9	18.4
CCCCc1nc(Cl)c(C#N)c2c1CCCC2	-8.1	28.7	-1.0	25.4	19.9	-0.2	4.5	-0.2	0.1	-2.9	-11.8
O=C1CCCN1CCC(=O)N1CCCC(N2CCN(c3ccccc3F)CC2)C1 (stereo not drawn)	-4.5	-24.9	15.4	5.3	-9.4	4.2	2.0	-0.4	0.2	15.3	8.4
CN(C(=O)c1ccccc1Br)C1CCS(=O)(=O)C1 (stereo not drawn)	-6.3	7.8	-2.6	5.0	-18.1	3.4	-7.1	-0.2	0.4	-13.1	-15.4
COc1ccc(NC(=O)c2cc3c(=O)n(C)c4ccccc4c3s2)cc1OC	4.3	-12.4	-1.4	-7.9	-27.9	0.3	-15.0	0.5	-0.2	9.7	-2.6
Cc1cc(C)c2c(c1)c1nnc(SCCN3CCOCC3)nc1n2C	34.1	-5.8	9.0	-6.1	5.1	·	13.3	0.8	-0.2	-8.7	-21.6
COc1ccc2nc(Nc3nc4ccc(NC(C)=O)cc4s3)sc2c1	-14.5	-15.5	27.9	-59.0	26.2	2.4	13.1	-1.3	0.9	0.8	-18.4
CCC(=O)N1CCN(c2ccc(NC(=O)c3cc4ccccc4o3)cc2Cl)CC1	52.6	17.5	107.7*	-90.6	92.7*	2.7	51.8	-2.9	-0.5	1.8	21.1
Cc1cccc(OC(=O)c2sc(Cl)nc2C)c1	-13.2	-0.6	14.4	7.7	-11.7	-2.6	-14.5	-0.8	-0.1	-12.8	3.5
Cc1ccc(C(=O)CC2SC(N)=NC2=O)cc1 (stereo not drawn)	8.2	9.7	1.7	-1.3	-26.2	0.1	-7.2	0.8	-0.4	-6.7	-22.3
COc1cc(NC(=O)CN(C)S(=O)(=O)c2ccc3c(c2)CC(C)N3C(C)=O)cc(OC)c1 (stereo not drawn)	7.6	-19.2	2.8	9.0	-10.0	1.4	15.4	0.1	-0.1	16.1	-5.6
CC(=O)Nc1c(C(=O)N2CCOCC2)cnn1-c1ccc(C)c(C)c1	·	15.4	-3.4	13.9	-5.0	1.9	-11.4	1.9	0.2	2.6	-17.6
CCC(=O)N(Cc1cc(=O)[nH]c2ccccc12)c1ccc(C)cc1C	17.6	3.9	12.2	-9.0	16.1	1.7	15.5	-0.2	0.3	3.8	-4.1
CCOC(=O)CSc1nc2cc(C(=O)NCC3CCCO3)ccc2c(=O)n1Cc1ccco1 (stereo not drawn)	2.5	-24.5	21.9	4.4	5.2	-2.9	-3.0	2.6	0.5	-13.2	-11.3
CCOc1cc(C(=O)Nc2cccc3ncccc23)cc(OCC)c1OCC	9.2	-7.1	13.2	11.4	-2.6	-3.5	6.9	0.3	-0.1	2.5	-6.9
CCCCC[C@H](C)N1C[C@H](COCc2ccccc2)Oc2cc(N3CCC[C@@H]3COC)ccc2S1(=O)=O	·	·	·	-14.8	-8.2	·	·	-1.2	-0.1	·	-34.7
COc1cccc2cc(-c3nnc(SCC(=O)Nc4ccc(NC(C)=O)cc4)n3C)oc12	8.4	-7.9	10.0	13.1	9.6	-8.4	-8.0	-0.1	0.0	1.8	-21.2
CCOc1ccccc1N1CCN(C(=O)c2ccccc2OCc2c(C)noc2C)CC1	-7.2	-6.2	9.5	16.2	8.3	0.2	-5.3	0.1	-0.1	9.5	-16.2
CC(=O)NCCC(=O)Nc1cc(S(=O)(=O)N2CCCCC2)ccc1N1CCN(C)CC1	-5.8	9.6	-5.0	1.2	9.0	4.5	1.4	-0.4	-0.2	-6.5	0.9
CSc1ccc(C(O)c2ncc(-c3ccc(F)cc3)[nH]2)cc1 (stereo not drawn)	-14.6	-7.5	-3.0	-25.9	-14.2	·	·	-1.3	-0.1	-2.5	-46.6
COC1CCCCC1Nc1cc(C)cc(C)c1 (stereo not drawn)	-86.1	-0.7	6.8	21.8	6.8	2.1	-7.4	3.5	0.2	0.6	-8.6
O=C(CSC1=NS(=O)(=O)c2ccccc2N1)Nc1ccccc1F	-21.8	-8.1	-2.6	-6.9	2.5	-3.6	-6.7	-0.4	0.0	10.3	-13.3
CCOC(=O)CSc1nnc(CNC(=O)c2cc(OC)c(OC)c(OC)c2)n1C	7.2	-0.8	4.6	-10.7	-18.3	0.6	4.8	-1.7	-0.1	8.3	-8.1

Compounds as they come. About 4.4% of those tested had a hit in this group.
